# Assay outcomes (PubChem BioAssay)
# All columns: NCI-60 one-dose screen, growth in % after 48 h at 10 µM unless noted; 100 = growth as untreated, 0 = no growth, -100 = all killed.
# OVCAR-3 – OVCAR-3 ovarian cancer | 7% of 79,000 active
# OVCAR-8 – OVCAR-8 ovarian cancer | AID 1794782 | 4.4% of 81,000 active
# NCI/ADR-RES – NCI/ADR-RES ovarian cells; 4.4% of 81,000 active; AID 1794790
# NCI-H522 – NCI-H522 lung cancer; 8% of 78,000 active; AID 1794739
# OVCAR-5 – OVCAR-5 ovarian cancer | 2.9% of 82,000 active
# OVCAR-4 – OVCAR-4 ovarian cancer cells | 3.7% of 80,000 active | AID 1794784
# NCI-H23 – NCI-H23 lung cancer | 4% of 80,000 active
# IGROV1 – IGROV1 ovarian cancer; 4.7% of 79,000 active
# SK-OV-3 – SK-OV-3 ovarian cancer cells; 3.2% of 80,000 active
# Numbers without * were called inactive; nt = not tested or not shown; & = joins results of further samples. How the source made its calls: active means growth percent below 10; inactive means the rest.
(1) CCc1sc(N)nc1-c1ccccc1
(2) CC(=O)Nc1nc(C)c(-c2csc(Nc3cccc(O)c3)n2)s1
(3) CN(C)c1ccc(/C=C2\Cc3cc(F)ccc3C2=O)cc1
(4) CC(=O)C(C(C)=O)C1=C(C#N)C(=N)N2C(=NN1)Sc1c(C)ccc(C)c12
(5) O=[N+]([O-])c1cc(F)ccc1Nc1cc(F)cc(F)c1
(6) OC(CN1CCCCC1)c1cc(Cl)cc(Cl)c1 (centres undefined)

Compound	1	2	3	4	5	6
OVCAR-3	106	105	104	119	106	99
OVCAR-8	104	104	92	102	97	105
NCI/ADR-RES	104	110	89	103	105	92
NCI-H522	107	102	86	99	88	85
OVCAR-5	92	110	106	101	101	97
OVCAR-4	113	121	101	116	107	99
NCI-H23	100	nt	89	87	106	91
IGROV1	117	110	94	98	95	114
SK-OV-3	109	103	78	105	101	107

(7) CC(=O)OC(C)C(=O)OCC1OC(OC(=O)C(C)OC(C)=O)C(OC(=O)C(C)OC(C)=O)C(OC(=O)C(C)OC(C)=O)C1OC(=O)C(C)OC(C)=O (centres undefined)
(8) Nc1cc2c(cc1Br)-c1ccc(F)cc1C2O (centres undefined)
(9) O=C(Nc1ncccc1OCc1ccccc1Cl)Nc1cccc2ccccc12
(10) O=C(O)c1cc(Cl)nc2ccccc12
(11) Cc1ccc(N=NN(C)N=Nc2ccc(C)cc2)cc1
(12) O=C(O)CNC(=O)c1nc(-c2ccccc2)n(-c2ccc(F)cc2)n1

Compound	7	8	9	10	11	12
OVCAR-3	113	113	100	111	96	107
OVCAR-8	112	102	95	104	95	114
NCI/ADR-RES	106	103	80	107	103	108
NCI-H522	105	107	65	98	84	98
OVCAR-5	118	115	74	114	111	105
OVCAR-4	106	nt	109	124	102	103
NCI-H23	100	105	81	101	94	105
IGROV1	111	83	90	102	nt	103
SK-OV-3	109	103	83	106	89	112

(13) O=C(Nc1ccccc1C(=O)Nc1cccc(S(=O)(=O)C(F)(F)F)c1)c1ccccc1O
(14) COc1cc(-c2nc(-c3nnc(-c4ccc(F)cc4F)o3)c3ccccn23)cc(OC)c1OC
(15) Clc1nc(-c2ccncc2)nc2sc3c(c12)CCCCCC3
(16) CCc1ccc(C(=O)/C=C/C23c4ccccc4C(c4ccccc42)C2C(=O)NC(=O)C23)cc1 (centres undefined)
(17) CCOC(=O)NC(=S)C1=C(N2CCOCC2)CCC1
(18) CC1=NN(c2ccccc2)C(=O)/C1=C/c1cc(=O)oc2ccc3ccccc3c12

Compound	13	14	15	16	17	18
OVCAR-3	80	103	106	-60*	112&120	104
OVCAR-8	90	94	102	-20*	102&97	80
NCI/ADR-RES	86	88	106	4.0*	106&104	87
NCI-H522	77	87	nt	-13*	93&107	53
OVCAR-5	100	112	105	16	102&113	98
OVCAR-4	77	92	85	37	103&102	117
NCI-H23	82	100	97	16	99&103	81
IGROV1	93	108	93	0.6*	103&105	83
SK-OV-3	114	109	107	39	95	70

(19) Cc1ccc(CBr)c2ccccc12
(20) C=CCn1c2c(c3ccccc31)CC1CN(c3ccc(OC)cc3)C(=O)C1C2C(=O)O (centres undefined)
(21) COc1ccc2c(c1OC)O/C(=C\c1ncc([N+](=O)[O-])n1C)C2=O
(22) CCOC(=O)c1c(/N=C2\SC(=O)/C(=C\C(=O)OC)N2NC)sc2c1CCN(C(=O)OCC)C2
(23) COc1cc(Cn2c(SCC(=O)Nc3ccc(F)cc3)nc3ccccc3c2=O)cc(OC)c1OC
(24) Cn1ncc2c(Nc3ccccc3Cl)nc(Nc3ccccc3Cl)nc21

Compound	19	20	21	22	23	24
OVCAR-3	116	108	-24*	106	nt	117
OVCAR-8	108	99	-18*	103	80	87
NCI/ADR-RES	105	102	15	103	96	93
NCI-H522	91	91	-55*	95	74	63
OVCAR-5	109	103	54	102	105	98
OVCAR-4	110	99	79	99	72	108
NCI-H23	106	98	-17*	96	96	100
IGROV1	101	105	-15*	102	103	94
SK-OV-3	95	117	25	109	88	102

(25) CS(=O)(=O)c1ccc(C(=O)N2N=C(c3ccccc3)CC2c2ccc(Cl)cc2)cc1 (centres undefined)
(26) O=C(CN1C(=O)S/C(=C\c2ccccc2)C1=O)Nc1ncc(Cc2ccccc2)s1
(27) COc1ccc(C(=O)/C=C/c2ccc3c(c2)OCO3)cc1
(28) CN1CCN(C(=O)[C@]2(C)CC[C@]3(C)CC[C@]4(C)C(=C3C2)C=C[C@@H]2[C@@]3(C)CCCNC(C)(C)[C@@H]3CC[C@]24C)CC1
(29) CCN1CCN(C(=O)[C@]2(C)CC[C@]3(C)CC[C@]4(C)C(=CC(=O)[C@@H]5[C@@]6(C)CC[C@H](O)C(C)(C)[C@@H]6CC[C@]54C)[C@@H]3C2)CC1
(30) COc1ccc(CNc2nccnn2)cc1

Compound	25	26	27	28	29	30
OVCAR-3	105	100	nt	100	106	105
OVCAR-8	105	92	98	94	100	nt
NCI/ADR-RES	101	98	92	97	98	99
NCI-H522	73	89	97	96	100	85
OVCAR-5	101	98	97	95	97	96
OVCAR-4	97	94	103	93	100	111
NCI-H23	93	97	82	100	91	95
IGROV1	103	93	88	102	110	101
SK-OV-3	74	101	103	101	94	109

(31) CC(O)C(=O)NCc1ccccc1 (centres undefined)
(32) C/C(=N\Nc1ccc(Cl)cc1)c1ccc(NC2=CC(=O)c3ccccc3C2=O)cc1
(33) CC(C)(C)CC(C)(C)c1ccc(O)c(Cl)c1
(34) O=C(Nc1cccc2c1Oc1ccccc1O2)C(F)(F)F
(35) O=C(C1=Cc2cc3ccccc3n2Cc2cnnn21)c1ccc(-c2ccccc2)cc1
(36) COc1ccc(/C=N/NC(=O)CN2C(=O)NC3NC(=O)NC32)cc1 (centres undefined)

Compound	31	32	33	34	35	36
OVCAR-3	97	70	106	90	105	107
OVCAR-8	101	73	113	106	104	104
NCI/ADR-RES	103	65	112	99	114	102
NCI-H522	102	41	106	nt	96	92
OVCAR-5	98	93	104	98	104	105
OVCAR-4	104	59	101	110	99	108
NCI-H23	102	26	99	90	107	105
IGROV1	103	38	114	20	103	107
SK-OV-3	113	75	103	106	104	105

(37) CC(=O)CSc1ncnc2nc[nH]c12
(38) CCN(CC)CCCC(C)Nc1nc(-c2ccccc2)nc2ccccc12 (centres undefined)
(39) CC1(C(=O)O)CCCN1 (centres undefined)
(40) CCCCCCCCCCCCNC(=O)N[C@H](C(=O)N[C@H]1/C=C/CCNC(=O)/C=C/[C@H](C)NC1=O)C(C)C
(41) CCOC(=O)CC(=O)N(c1ccc(OC)cc1)C(C(=O)OC)c1ccccc1 (centres undefined)
(42) CCC(C)(C)C(=O)O[C@H]1C[C@@H](C)C=C2C=C[C@H](C)[C@H](CC[C@@H]3CC(SCC(=O)O)CC(=O)O3)[C@H]21 (some centres undefined)

Compound	37	38	39	40	41	42
OVCAR-3	91	97	112	-44*	114	100
OVCAR-8	99	118	114	11	93	79
NCI/ADR-RES	101	88	96	94	112	108
NCI-H522	73	103	100	-22*	88	77
OVCAR-5	96	97	101	-84*	91	110
OVCAR-4	67	86	105	3.4*	95	118
NCI-H23	106	95	97	-43*	105	105
IGROV1	nt	86	96	-33*	106	103
SK-OV-3	nt	100	92	-43*	94	103

(43) Cc1cc[n+](-c2c3c(nc4ccccc24)-c2ccccc2C(C)(C)C3)cc1
(44) CC1(C)CC(=O)C2=C(C1)OC(C(=O)c1ccc(N=[N+]=[N-])cc1)C2c1ccco1 (centres undefined)
(45) O=C(c1ccccc1)N1c2ccccc2CC1c1c[nH]c2ccccc12 (centres undefined)
(46) O=S(=O)(Oc1ccc(-c2ccc3occc3c2)cc1)C1CCCCC1
(47) O=C1/C(=C\c2ccc(-c3ccc(Cl)cc3)o2)C=C(c2ccc(Cl)cc2)N1Cc1ccccc1
(48) CC1=C(CCC(C)NCc2ccc(OCCCN3CCCCC3)cc2)C(C)(C)CCC1 (centres undefined)

Compound	43	44	45	46	47	48
OVCAR-3	126	105	90	111	111	-70*
OVCAR-8	106	105	88	110	94	-45*
NCI/ADR-RES	96	108	87	99	110	-41*
NCI-H522	112	96	50	85	114	-79*
OVCAR-5	103	101	97	112	105	-50*
OVCAR-4	92	109	85	104	100	-4.5*
NCI-H23	96	106	82	95	105	-43*
IGROV1	110	111	87	110	120	-37*
SK-OV-3	107	109	74	114	103	-74*

(49) Cc1ccc(Cn2c(C)ccc2C)cc1
(50) O=C1c2ccccc2-c2c1c1ncccc1c(=O)n2CCCn1ccnc1
(51) COc1cc2nc(-c3ccc(NC(=O)/C=C/c4ccc(F)c(F)c4)cc3)sc2c(OC)c1OC
(52) N#CC1(Nc2ccc(C(=O)O)cc2)CCCC1
(53) CC1CC(=O)N(CCc2ccccc2)C(=O)C1
(54) COc1ccc(Cc2nnc3sc(-c4ccc(OC)c(OC)c4)nn23)cc1

Compound	49	50	51	52	53	54
OVCAR-3	99	98	116	120	118	112
OVCAR-8	94	76	102	104	108	92
NCI/ADR-RES	96	100	109	107	112	89
NCI-H522	nt	52	100	98	92	93
OVCAR-5	102	107	108	106	104	94
OVCAR-4	101	88	105	119	116	102
NCI-H23	92	91	88	101	107	nt
IGROV1	96	78	94	112	123	99
SK-OV-3	104	103	115	119	97	107

(55) Cc1cc(N2CCCCC2)nc(N(CCNc2ccnc3cc(Cl)ccc23)Cc2ccccn2)n1
(56) COc1ccc(/C=C/C(=O)NCC(C)O)cc1 (centres undefined)
(57) Nc1nc(Nc2ccccc2)nn1Cc1cc(F)cc(F)c1
(58) c1cc(N2CCOCC2)nc(NCCCNc2nc(N3CCOCC3)nc(N3CCOCC3)n2)n1
(59) NC(=S)N/N=C(\c1ccc(Cl)cc1)C1CC1
(60) Brc1cc2c(cc1Br)OCO2

Compound	55	56	57	58	59	60
OVCAR-3	57	103	104	97	58	106
OVCAR-8	53	98	109	101	71	99
NCI/ADR-RES	50	106	113	107	67	112
NCI-H522	56	85	91	88	97	101
OVCAR-5	68	89	110	102	95	103
OVCAR-4	42	104	96	124	68	114
NCI-H23	54	93	106	104	90	104
IGROV1	31	93	114	104	46	108
SK-OV-3	61	88	108	113	93	124

(61) COc1cc(C2=NNC(c3sc(Cl)nc3Cl)C2)cc(OC)c1OC (centres undefined)
(62) COc1cc(/C=N/N=C2\C(=O)Nc3ccc(Br)cc32)ccc1F
(63) CC(C)CC(N)c1nnc(CCC(=O)c2nc3ncccc3[nH]2)o1 (centres undefined)
(64) C=CCSC(CC)(CC)C(N)=O
(65) COc1ccc(CCNC(=O)C(=O)C(Cc2ccccc2)NC(=O)/C=C/c2ccc(O)c(O)c2)cc1 (centres undefined)
(66) COC(=O)C(C(=O)OC)c1ccccc1

Compound	61	62	63	64	65	66
OVCAR-3	52	108	102	101	104	116
OVCAR-8	101	100	107	99	98	100
NCI/ADR-RES	100	95	94	102	102	113
NCI-H522	72	93	94	99	87	102
OVCAR-5	111	104	111	96	92	105
OVCAR-4	116	100	101	105	100	113
NCI-H23	98	89	96	101	92	109
IGROV1	100	86	94	99	91	111
SK-OV-3	124	98	106	109	97	117

(67) C/C(=C(/c1ccccc1)c1ccc(N2C(=O)c3cccc4c(NCCO)ccc(c34)C2=O)cc1)c1ccccc1
(68) CCC(CC)NC(CC)CO (centres undefined)
(69) Cc1nc2ccc(Cl)cn2c1-c1nnc(SCc2ccc([N+](=O)[O-])cc2)o1
(70) O=[N+]([O-])C1[C@H](c2c[nH]c3ccccc23)c2c([nH]c3ccccc23)[C@H]1c1c[nH]c2ccccc12 (some centres undefined)
(71) CCC/C=C/C=N/NC(=S)NCC
(72) C#Cc1cccc(Nc2ncnc3ccc(N/C=C(/C#N)C(=O)OCC)cc23)c1
(73) CCCC(C)c1ccc(OCCCCCCN2CCNCC2)cc1 (centres undefined)

Compound	67	68	69	70	71	72	73
OVCAR-3	100	116	67	77	102	79	63
OVCAR-8	92	112	37	nt	97	95	37
NCI/ADR-RES	101	101	36	84	104	100	54
NCI-H522	79	86	46	86	86	86	3.3*
OVCAR-5	102	109	84	96	108	90	81
OVCAR-4	103	106	32	78	102	94	62
NCI-H23	98	104	56	81	98	98	62
IGROV1	77	117	62	55	108	77	65
SK-OV-3	99	113	nt	105	72	97	87
